Source: PubChem BioAssay (several laboratories)
West Nile antiviral – West Nile virus antiviral activity, cell-based, CPE readout (AID 1621) | West Nile virus-infected cells, CPE inhibition; higher % means a stronger effect | one-dose CPE inhibition, % at 10 µM; IC50 in µM for titrated hits | 290,000 compounds, 0.02% hits; in the data active = a potency from the dose series; inconclusive = CPE inhibition mostly from about 3.7% at the one dose, without a potency; inactive = the rest, 99 in 100 with CPE inhibition below about 2.2%; also: strong numbers were not always called active
KOR beta-arrestin-1 – KOR antagonists, beta-arrestin recruitment, cell-based, luminescence, uHTS (AID 1778); KOR beta-arrestin recruitment, luminescence, antagonist mode; higher % means a stronger effect; inhibition, % at 10 µM, or IC50 in µM where a hit was titrated; 290,000 compounds, 0.091% hits; in the data active = inhibition above about 50%; also: strong numbers were not always called active
NTR1 agonist – agonists of NTR1, primary screen, imaging, U2OS cells, beta-arrestin-GFP, high content (AID 493036); P30989; NTR1-U2OS beta-arrestin-GFP spot imaging, agonist mode; activation, % at 20 µM; 330,000 compounds, 0.17% hits;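 active = activation at or above 40% of the spot to cytoplasm intensity ratio, with at least 20 cells analyzed; inconclusive = wells under 20 cells, flagged as cytotoxic or low count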;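 also: 0% = DMSO without peptide and 100% = 100 nM NTR1 peptide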
Target sequence (P30989 whole entry, looked up): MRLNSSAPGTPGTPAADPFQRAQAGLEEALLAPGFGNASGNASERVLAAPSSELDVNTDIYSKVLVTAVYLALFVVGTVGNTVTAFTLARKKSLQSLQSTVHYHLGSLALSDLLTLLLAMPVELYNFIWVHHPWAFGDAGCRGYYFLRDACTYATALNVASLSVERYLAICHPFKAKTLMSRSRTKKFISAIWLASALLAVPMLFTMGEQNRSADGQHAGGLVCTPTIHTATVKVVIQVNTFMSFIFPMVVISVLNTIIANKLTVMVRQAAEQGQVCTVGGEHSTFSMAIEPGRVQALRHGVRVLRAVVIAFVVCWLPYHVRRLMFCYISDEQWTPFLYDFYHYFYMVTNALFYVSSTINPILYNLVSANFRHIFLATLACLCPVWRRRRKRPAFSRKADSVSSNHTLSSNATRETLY
GPR55 antagonists – GPR55 antagonists blocking LPI-driven arrestin recruitment, primary screen, imaging, U2OS, beta-arrestin-GFP, LPI agonist (AID 2013). 290,000 compounds, 0.13% hits. inhibition, % at 10 µM, or IC50 in µM where a hit was titrated. U2OS GPR55 beta-arrestin-GFP translocation imaging, LPI antagonism; higher % means a stronger effect;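 active = spots per cell inhibited over 60%, with over 100 cells counted and total cytoplasm intensity under 500,000; inconclusive = wells with under 100 cells, flagged as likely toxic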;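 also: U2OS cells stably carrying GPR55 and arrestin-GFP stimulated by 5 µM LPI near EC80; imaged beta-arrestin-GFP aggregate spots per cell after agonist stimulation; plate controls were LPI-stimulated DMSO wells for no effect and DMSO wells without LPI for full effect; some results filed as inactive read as strong as hits; confirmed hits need IC50 under 10 µM and bright autofluorescent wells are also inconclusive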
KOR beta-arrestin-2 – kappa opioid receptor activators – cell-based, luminescence, uHTS, primary screen (AID 1777); KOR beta-arrestin recruitment, luminescence; higher % means a stronger effect; activation, % at 10 µM; hits with a dose series show EC50 in µM; 280,000 compounds, 0.02% hits; in the data active = activation above about 50%, passing the limit was not always enough; also: a part of the inactive calls stands beside numbers as strong as those of hits
T cell modulator – modulates CD8 T cell binding to vesicles | calls only at 7 µM | 330,000 compounds, 0.068% hits | 2C CD8+ T cell-vesicle binding, flow cytometry; hits give low values;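 active = response, share of CD8 T cells binding vesicles, and their 90th percentile fluorescence all below set limits, cut at about 80% in these data, passing the limit was not always enough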
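material = purified 2C TCR transgenic mouse naive CD8+ T cells | controls = Unloaded micro-vesicles (low), QL9 vesicles with 0.7% DMSO (high) | detection = cytometric PE anti-B7-1 and Alexa647 anti-CD8 signals after 1% paraformaldehyde fixation | incubation = binding step 1.5 h, 37 °C, antibody labelling 20 min, ice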
PhoP inhibition – inhibitors of PhoP regulon expression, primary screen, Salmonella Typhimurium, GFP reporter (AID 1863) | inhibition, % at 50 µM, or IC50 in µM where a hit was titrated | S. Typhimurium PhoP-regulated promoter GFP reporter, 4 h; higher % means a stronger effect | 300,000 compounds, 0.16% hits;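 active = inhibition over 29.93%, a cutoff 3 SD above the screen mean, later confirmed by dose response; inconclusive = inhibition over 29.93% but no dose response follow-up; inactive = inhibition at most 29.93% or unconfirmed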;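 also: 0% = low Mg2+ inducing control and 100% = high Mg2+ repressing control; strong numbers were not always called active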
GPR35 antagonists – inhibition of zaprinast-stimulated GPR35 beta-arrestin translocation – imaging, U2OS, beta-arrestin-GFP, zaprinast agonist, primary screen (AID 2058); U2OS GPR35 beta-arrestin-GFP translocation imaging, zaprinast antagonism; higher % means a stronger effect; inhibition, % at 10 µM, or IC50 in µM where a hit was titrated; 290,000 compounds, 0.052% hits;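 active = inhibition of at least 50% with at least 30 cells and total cytoplasm GFP at most 10,000,000; inconclusive = under 30 cells or total GFP of 10,000,000 plus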
GPR55 beta-arrestin – selective activators of receptor GPR55 – imaging, U2OS cells, beta-arrestin-GFP redistribution, primary screen (AID 1961) | 290,000 compounds, 0.048% hits | activation, % at 10 µM, or EC50 in µM where a hit was titrated | U2OS GPR55 beta-arrestin-GFP redistribution imaging; higher % means a stronger effect;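 active = activation above 40% with more than 50 cells counted in the well; inconclusive = wells holding fewer than 50 cells, flagged as toxic or sparse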;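 also: U2OS osteosarcoma cells stably expressing GPR55 and beta-arrestin-GFP; plate controls were DMSO negative control for no effect and LPI positive control for full effect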
T cell modulator vesicle-bound % – also measured in T cell modulator; calls as there; double positive events, %; measured here: CD8+ vesicle-bound cell fraction;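 binding gate set so that unloaded-vesicle control wells show 10% double positive cells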
NTR1 agonist cell count 20 µM – further read-out of NTR1 agonist, marked with its call; cell count; measured here: cell count, cytotoxicity flag
* hit, by the source's call; i = inactive; ? = inconclusive; · = not tested or not shown; [ ] = dose if it differs, or a comment.

structure	West Nile antiviral	KOR beta-arrestin-1	NTR1 agonist	NTR1 agonist cell count 20 µM	GPR55 antagonists	KOR beta-arrestin-2	T cell modulator	T cell modulator vesicle-bound %	PhoP inhibition	GPR35 antagonists	GPR55 beta-arrestin
O=C(/C=C/c1cccc([N+](=O)[O-])c1)N1CCN(C(=O)c2ccco2)CC1	-0.1%	-3.7%	-1.4	45	6.5%	1.2%	i	51.1	-7.4%	-8.4%	0.8%
COCCNC(=S)N=Nc1c(O)[nH]c2c(C)cc(C)cc12	-0.4%	18.1%	0.9	56	6.3%	-2.6%	i	47.3	-5.0%	-9.0%	0.5%
COc1ccc(C(=O)NCC(=O)OCC(=O)c2ccc3c(c2)NC(=O)CO3)cc1	0.3%	1.0%	1.0	49	-4.9%	-3.5%	i	48.9	-10.1%	-1.6%	0.5%
COc1ccc(OCC(=O)NC(=S)Nc2ccc3c4c(cccc24)CC3)cc1	-0.8%	6.9%	0.3	74	1.5%	-1.8%	i	60.3	-1.2%	0.4%	-0.1%
CC1CCN(CCn2c(=S)[nH]c3cc4c(cc3c2=O)OCO4)CC1	-0.6%	-23.7%	-1.1	49	-2.3%	-1.2%	i	37.4	-2.7%	-7.9%	0.9%
O=C(Nc1ccc(F)cc1F)Nc1csc2ccccc12	-1.3%	-2.3%	5.1	62	4.4%	3.4%	i	11.5	-6.0%	15.3%	0.6%
COCc1nnc(NC(=O)c2ccccc2Oc2ccccc2)s1	-0.5%	17.3%	-0.3	59	6.9%	-3.3%	i	28.9	-7.4%	-6.5%	0.0%
COc1ccc(C(CNC(=O)CSc2ccccc2C)N(C)C)cc1 (centres undefined)	-0.1%	-11.1%	0.6	56	4.1%	0.9%	i	40.1	-1.1%	4.6%	-0.2%
O=C(CCCN1C(=O)c2cccc3cccc(c23)C1=O)NCCN1CCOCC1	-0.7%	-36.0%	2.0	48	6.5%	2.1%	i	30.0	-2.6%	-2.7%	-0.4%
Cc1cc(C)cc(NC(=O)c2cc(C)nn2C)c1	-0.4%	-24.5%	4.7	84	-11.4%	-0.3%	i	44.9	0.7%	-5.5%	0.7%
C=C(c1ccccc1)c1ccc(N(C)C)cc1	-0.6%	0.8%	0.8	53	7.0%	-4.3%	i	13.7	6.8%	16.6%	0.6%
CCC/C(=N/NC(=O)c1cccc(Cl)c1)c1ccccc1	-0.8%	·	0.1	31	-3.8%	3.4%	i	28.6	-10.1%	-6.3%	-0.4%
COC(=O)c1ccc(Cl)c(NC(=O)CN2CCOCC2)c1	1.0%	16.8%	0.7	46	1.2%	-1.0%	i	26.4	-14.1%	-11.2%	0.1%
CCn1c(COc2c(C)cccc2C)nnc1SCc1nc2ccccc2c(=O)[nH]1	-0.6%	-13.4%[20 µM]	0.3	60	3.7%	-5.9%	i	27.3	-6.4%	-5.4%	0.2%
COc1ccccc1C1C2=C(COC2=O)Nc2cc3c(cc21)OCO3 (centres undefined)	-0.9%	-76.0%	-4.4	61	-18.8%	-0.9%	i	26.2	3.6%	-16.8%	0.0%
Cc1nnc(NC(=O)c2ccccc2NC(=O)c2ccccc2)s1	-0.5%	-18.6%	-0.4	50	3.8%	0.8%	i	31.4	-2.1%	1.1%	-0.1%
COc1cccc(C(=O)Nc2ccc(NC(C)=O)cn2)c1	-0.1%	15.0%	-0.7	62	1.7%	2.5%	i	48.7	-4.4%	8.0%	0.3%
Cc1ccc(CNC(=O)COC(=O)c2ccc(S(=O)(=O)N3CCCC3)cc2)cc1	-0.2%	-9.6%	7.9	82	7.0%	2.6%	i	13.7	-10.8%	1.3%	-0.1%
Cn1c(=O)[nH]c(=O)c2c1nc(N1CCCC1)n2CCSc1nc2ccccc2[nH]1	0.2%	-16.5%	·	·	2.7%	-4.0%	·	·	1.6%	-0.9%	-0.1%
Cc1c(C(=O)Nc2nc3ccccc3[nH]2)oc2ccccc12	-0.4%	51.4%	2.4	67	-0.1%	-2.2%	i	47.5	2.4%	0.7%	-0.2%
CN(C)/C=N/C(=S)Nc1ccc(Cl)c(Cl)c1	0.1%	-49.4%[20 µM]	2.9	61	6.0%	-2.4%	i	42.1	3.0%	4.7%	-0.1%
O=C1C=C(NCc2ccc(Cl)c(Cl)c2)C2(CCCCC2)O1	-0.4%	5.0%	1.3	53	9.5%	-2.7%	i	37.7	-8.9%	7.2%	0.6%
Nn1cnnc1SCC(=O)Nc1ccc2c(c1)OCCO2	0.2%	37.1%	-1.1	48	-5.4%	-1.5%	i	34.6	-9.5%	-11.1%	-0.1%
CC1(OC(=O)C2CCCC2)C(=O)C=C2C=C(c3ccsc3)OC=C2C1=O (centres undefined)	0.4%	17.3%	-1.0	48	5.6%	-2.1%	i	27.2	0.2%	-0.7%	-0.2%
O=C(CC1C(=O)NCCN1Cc1c(F)cccc1Cl)NCCc1ccccn1 (centres undefined)	0.2%	4.7%	-1.1	61	12.0%	·	i	52.9	-12.8%	5.4%	0.2%
O=C(NC(=S)Nn1cnnc1)c1ccccc1Br	0.5%	2.8%	1.1	55	-5.5%	3.2%	i	28.5	-6.0%	-3.8%	-1.9%
CCN(CC)CCCN(C(C)=O)c1nc(-c2cc(OC)ccc2OC)cs1	3.3%	-5.0%	-1.8	86	5.9%	2.5%	i	54.5	-5.2%	-7.9%	-1.0%
O=S(=O)(/C=C/c1ccccc1)Oc1ccccc1	26.7%	6.9%	1.6	93	4.7%	-6.6%	i	21.5	-10.9%	8.4%	-0.2%
O=C(NNS(=O)(=O)c1ccccc1F)c1sccc1-n1cccc1	0.6%	-5.0%	-0.5	44	85.3%	2.2%	i	48.3	1.6%	-3.2%	-0.3%
O=C1/C(=C\Nc2ccc(OC(F)(F)F)cc2)CCN1c1ncccn1	0.3%	5.0%	0.8	63	4.1%	-0.7%	i	44.1	-0.4%	-8.9%	-0.1%
CCC[N+](CC#CCO)(CC#Cc1ccccc1)CCC	0.3%	31.5%	-1.1	57	3.1%	-0.8%	i	45.7	·	10.4%	-0.3%
C[C@@H](C(=O)NCc1ccccn1)[C@H]1C[C@]1(C)[C@H](NC(=O)OCc1ccccc1)c1ccccc1	-0.4%	-19.3%	0.1	52	-2.0%	1.3%	·	·	0.6%	-20.2%	-0.2%
Cc1ccc(-c2nn(-c3ccccc3)cc2C2CC(c3cccs3)=NN2C(=O)CCC(=O)O)cc1 (centres undefined)	·	22.3%	1.8	53	-9.6%	-7.6%	i	4.4	-6.5%	11.3%	-0.1%
Cn1c(C(=O)NCCN2CCc3ccccc3C2)cc2c(=O)n(C)c3ccccc3c21	1.6%	-10.8%	-2.3	45	10.2%	-1.2%	i	34.5	0.9%	0.2%	0.3%
COc1ccc(C/C(C)=N/NC(=O)c2cccnc2)cc1	0.4%	19.5%	-0.5	75	-3.7%	1.1%	i	58.7	7.4%	15.0%	0.2%
O=C(Cn1cnc2ccccc21)Nc1ccccc1-c1ccccc1	-0.6%	·	0.1	72	8.9%	·	i	50.9	2.8%	-23.2%	-0.3%
Cc1cc(C)c(S(=O)(=O)Nc2ccc(Cl)cn2)c(C)c1	0.1%	19.1%[20 µM]	0.9	62	8.7%	5.2%	i	33.5	10.5%	17.6%	-0.2%
O=C(Nc1cnc2ccccn2c1=O)c1ccc(F)cc1	-0.6%	24.3%	1.3	77	-4.1%	-5.7%	i	16.1	16.1%	-8.7%	0.1%
CCOC(=O)c1nn(-c2ccc(F)cc2)c2nc(-c3ccccc3)c(C#N)c(=O)n12	-1.7%	-33.0%	7.2	58	-0.5%	-0.8%	i	23.7	-2.2%	1.5%	-0.1%
C=CCn1c(N)c(C(=O)NCC2CCCO2)c2nc3ccccc3nc21 (centres undefined)	0.2%	-30.8%	1.2	60	4.4%	2.9%	i	26.0	15.5%	-1.3%	-0.1%
C=CCNC(=O)C1CC(=O)N(c2ccc(OCC(=O)Nc3ccccc3)cc2)C1 (centres undefined)	?	18.7%	1.6	37	19.7%	-2.3%	i	39.3	-0.4%	3.1%	0.1%
O=C(CCCCl)NC1=NN(c2ccccc2)C(=O)C1	-0.3%	18.5%	·	·	3.3%	-4.8%	i	48.2	-9.4%	15.1%	-0.2%
CC(=O)c1cccc(Nc2nc3ccccc3n3cnnc23)c1	0.5%	8.2%	5.4	88	-1.2%	2.2%	i	58.7	8.1%	-5.5%	-0.3%
O=C(Cn1nc(C(F)(F)F)c2c1CCC2)N1CCN(c2ccccc2)CC1	-0.7%	-10.2%	0.8	81	2.1%	-0.4%	i	17.9	4.1%	3.4%	0.2%
Cc1ccc(/C(N)=N/OC(=O)c2ccc(C)cc2Cl)cc1	-1.5%	-50.5%	-0.1	45	0.4%	10.4%	i	40.6	-5.3%	-11.4%	1.4%
O=[N+]([O-])c1ccccc1OCCCn1cnc2ccccc21	-0.8%	-22.9%[20 µM]	·	·	2.0%	-1.0%	·	·	-2.8%	-6.4%	-0.1%
COc1ccc(OCC(=O)Nc2ccc(N3CCN(C(=O)c4ccccc4)CC3)c(Cl)c2)cc1	0.1%	1.1%	2.6	48	9.2%	1.2%	i	12.6	6.5%	-0.6%	-0.1%
Cc1ccc(S(=O)(=O)NCC(=O)OCC(=O)N2N=C(c3ccc(Cl)cc3)CC2c2ccco2)cc1C (centres undefined)	-2.2%	-41.7%	-0.2	56	12.6%	2.2%	i	5.0	-11.9%	10.2%	-0.2%
Cc1cc(C)n(C(=O)c2ccc(NC(=O)C3CC3)cc2)n1	0.5%	4.5%	-2.7	62	7.5%	-3.3%	i	43.9	2.0%	7.9%	0.3%
CCCC(=O)Nc1ccc2oc(-c3ccc(OC)c(Br)c3)nc2c1	-1.1%	-105.8%	2.5	84	-8.4%	-4.2%	i	44.0	-6.9%	6.8%	-0.2%
COc1ccc(/C=C/CN2CCCC(CO)(Cc3cccc(Cl)c3)C2)cc1 (centres undefined)	-1.6%	8.1%[20 µM]	5.2	53	9.0%	2.1%	i	31.4	·	3.3%	-0.1%
